# Screening results deposited in PubChem BioAssay by National Center for Advancing Translational Sciences (NCATS).
# Giardia FBPA inh: blocks Giardia fructose-bisphosphate aldolase activity; A8B2U2; purified Giardia FBPA; hit rate 0.71% among 290,000; Potency, µM (series often up to 59.6 µM), inactives show at the top dose activity, negative = inhibition, most hits filed as inhibitors; active = well fitted inhibition curve with a large enough effect; inconclusive = small, poorly fitted or top-dose-only effect, or effect the other way; also: nearly all actives have a fitted effect of over 55% in size
# Target sequence (A8B2U2 whole entry, looked up): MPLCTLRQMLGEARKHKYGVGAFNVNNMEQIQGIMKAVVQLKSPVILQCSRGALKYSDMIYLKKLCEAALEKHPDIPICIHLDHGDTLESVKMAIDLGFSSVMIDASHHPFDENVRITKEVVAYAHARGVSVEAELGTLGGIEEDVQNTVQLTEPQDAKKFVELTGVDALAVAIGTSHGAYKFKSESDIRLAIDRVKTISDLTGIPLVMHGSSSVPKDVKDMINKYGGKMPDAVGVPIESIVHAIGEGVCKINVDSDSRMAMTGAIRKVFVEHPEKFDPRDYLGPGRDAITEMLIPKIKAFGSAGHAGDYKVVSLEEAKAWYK
#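 40 nM FBPA preincubated 10 min at RT with compound (up to 57.5 uM final), then substrate plus GAPDH/TPI/NAD/arsenate coupling and diaphorase/resazurin added. Fluorescence read after 20 min at RT, 525/598 nm.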
# The depositor's hits bear a star; ? = inconclusive; & = joins results of further samples; [ ] = dose if it differs, or a comment. % is scaled to controls: 0 for no effect and ±100 for the full control effect; potency is read from the fitted curve at half-maximal effect. The list is partial. The share of hits here may be higher or lower than overall.
SMILES,Giardia FBPA inh
COCCN(CCOC)c1nc(C)nc2c1nc(-c1ccccc1)n2CCN1CCCC1,5%
CC(C)[C@@H](CC(=O)N[C@@H]1CCCC[C@H]1C(=O)N[C@H](CC(=O)N[C@@H](CCC(=O)O)CC(=O)O)Cc1ccccc1)NC(=O)C[C@H](Cc1ccccc1)NC(=O)[C@@H]1CNCC[C@H]1N,-20%
O=C(Nc1ccccc1)N1CC2(CCN(C(=O)c3cc(C(F)(F)F)cc(C(F)(F)F)c3)CC2)C1,-1%
COc1ccc(CNc2ccnc(-c3c(C)noc3C)n2)c(OC)c1,-12%
CC12CC[C@@](C(=O)O)(C(=O)C1=O)C2(C)C,-2%
CN(C)C(=O)c1ccc(-c2cc(Nc3ccccc3)ncn2)cc1,4%
Cn1cccc1C(=O)N1CCC[C@@]2(CCN(Cc3ccc(C#N)cc3)C2)C1,5%
Cc1cc(O)c(C=O)c(O)c1C(=O)O,-1%
CN1C[C@H](C(=O)N[C@@]2(C)O[C@@]3(O)C4CCCN4C(=O)C(Cc4ccccc4)N3C2=O)C[C@H]2c3cccc4[nH]cc(c34)C[C@H]21 (stereo not given in full),-2%
COc1ccc(C(C)C(=O)c2ccc(O)cc2O)cc1 (stereo not given),8%
COc1ccccc1CCn1c(=O)c(-c2cc(F)cc(F)c2)nc2cncnc21,0%
CN(C)C(=O)[C@H]1C[C@@H]1[C@H](NC(=O)OCc1ccccc1)c1ccccc1,7%
O=C(O)COCCN1CCN([C@@H](c2ccccc2)c2ccc(Cl)cc2)CC1,-6%[21.7 µM]
OB(O)c1ccc(Cl)s1,2%
Cc1cccc(C)c1Nc1oc(-c2ccccc2)nc1-c1ccccc1F,-5%
Clc1ccc(C(c2ccc(Cl)cc2)C(Cl)(Cl)Cl)cc1,-3%
O=C(Nc1ccccc1)N1CC[C@@]2(CCCN(C(=O)c3cnccn3)C2)C1,-6%
COc1ccc(CNc2ccnc(-c3ccc(C(=O)N(C)C)cc3)n2)c(OC)c1,1%
C[C@@H](CO)NC(=O)[C@@H]1C=C2c3cccc4[nH]cc(c34)C[C@H]2N(C)C1,?
C=C(C)C1Cc2c(ccc3c2OC2COc4cc(OC)c(OC)cc4C2C3=O)O1 (stereo not given),-18%
CC(C)CO/N=C1/[C@H]2O[C@@H]2[C@@H](O)[C@H]2[C@H]1CCn1c(=O)n(C)c(=O)n12,6%[12.9 µM]
COc1ccc(-c2cc(=O)c3c(O)cc(O)c(-c4cc(-c5cc(=O)c6c(O)cc(O)cc6o5)ccc4OC)c3o2)cc1,1%
CC(C)C[C@@H](CC(=O)N[C@@H](CCCN)CC(=O)N[C@@H]1CCCC[C@H]1C(=O)N[C@H](CC(=O)N[C@@H](CCC(=O)O)CC(=O)O)Cc1c[nH]c2ccccc12)NC(=O)[C@@H]1CNCC[C@H]1N,-25%
CO[C@H]1COC(=O)[C@@H](CCSC)NC(=O)C/C=C\[C@@H](C)[C@H](OC)COC(=O)[C@@H](OCc2ccccc2)/C=C\[C@@H]1C,0%[12.9 µM]
COCCn1c(=O)c(-c2cc(F)cc(F)c2)nc2cnc(Oc3ccc(OC)cc3)nc21,-6%
CC(C)Cn1nnnc1S(=O)(=O)CC#N,3%
O=C(c1ccncc1)N1CCC[C@@]2(CCN(C(c3ccccc3)c3ccccc3)C2)C1,3%
CC(C)=CCCC1(C)C=Cc2c(O)c3c(c(CC=C(C)C)c2O1)OC12C(CC4CC1C(C)(C)OC2(C/C=C(/C)C(=O)O)C4O)C3=O (stereo not given),-2%
O=C(Nc1ccccc1)N1CCCC2(CCN(C(=O)Oc3ccccc3)CC2)C1,3%
Cc1cc(C)c(-c2cc([C@H](C)O/N=C3/[C@H]4OC4[C@@H](O)[C@H]4[C@H]3CCn3c(=O)n(-c5ccccc5)c(=O)n34)on2)c(C)c1 (stereo not given in full),-5%[12.9 µM]
O=C(/C=C/c1ccc(O)cc1)c1ccccc1O,-4%
Cn1c(=O)c(-c2ccccc2)nc2cnc(Oc3ccccc3)nc21,1%
CCCn1c(C)nc2c(NCCN3CCOCC3)nc(C)nc21,-2%
O=c1c(CCc2ccccc2)nc2cnc(N3CCOCC3)nc2n1Cc1ccc(F)cc1,0%
COC(=O)C1(C(=O)OC)C[C@@H]2CON=C2[C@H]1c1ccccc1,-3%&4%
COCC(=O)N1CCC2(CC1)CN(C(=O)Nc1cccc(C#N)c1)C2,3%
CCCCCCCCCCCCCCC(C(=O)O)C(O)(CC(=O)OC)C(=O)O (stereo not given),?
COc1ccccc1N1CCN(C[C@@H](C(=O)NC(C)(C)C)c2ccccc2)CC1,3%
CCC(=O)OCC(=O)C1(OC(=O)CC)C(C)CC2C3CCC4=CC(=O)C=CC4(C)C3(Cl)C(O)CC21C (stereo not given),-2%
C=CCOC(=O)N[C@@H](c1ccc(Br)cc1)C(C(C)=O)C(C)=O,0%
COCC(=O)N1CCC[C@@]2(CCN(C(=O)Nc3ccc(OC)cc3)C2)C1,-1%
C=CCOC(=O)NC(c1ccc(F)c(F)c1)C(C(C)=O)C(=O)OC (stereo not given),-1%
CC(C)=CCC/C(C)=C/CO/N=C1/C[C@@H](O)[C@@H](O)[C@@H]2[C@@H]3C(=O)N(C[C@@H]4CCCO4)C(=O)[C@H]3CC[C@@H]12,0%[12.9 µM]
O=C(/C=C/c1ccc(O)c(O)c1)O[C@@H]1C[C@@](O)(C(=O)O)C[C@H](O)[C@@H]1O,-19%
COC(=O)[C@@]1(Cc2ccc(OC)cc2)[C@H]2c3cc(C(=O)N(C)C)n(CCF)c3C[C@H]2CN1C(=O)c1ccccc1,1%
CC(=O)OC[C@H]1O[C@@H](O/N=C(\C)CCC(=O)OC[C@@H]2O[C@H](C#Cc3ccccc3)C=C[C@@H]2Oc2ccc(C)cc2)[C@H](OC(C)=O)[C@@H](OC(C)=O)[C@H]1OC(C)=O,0%[12.9 µM]
CC(C)NC(=O)N1CCC2(CCNCC2)CC1,1%
CCCC(=O)NCCc1c2n(c3ccc(OC)cc13)CCCc1ccccc1-2,-7%
CO[C@]1(NC(=O)[C@H](C(=O)O)c2ccc(O)cc2)C(=O)N2C(C(=O)O)=C(CSc3nnnn3C)CO[C@H]21,-19%[21.7 µM]
Cn1cc(-c2nc3cnc(N4CCNCC4)nc3n(Cc3ccc(F)cc3)c2=O)c2ccccc21,5%
FC(F)(F)c1ccccc1-c1ccc2ncnc(NC3CCNCC3)c2c1,0%
Cn1cccc1C(=O)N1CCC[C@@]2(CCN(Cc3nccs3)C2)C1,8%
CC(=O)OC1CCC2(C)C3CC(=O)C4(C)C(CC5OC6(CCC(C)CO6)C(C)C54)C3CC[C@H]2C1 (stereo not given in full),0%
C[C@@]12CCC(O)C[C@H]1CCc1ccccc12 (stereo not given in full),?
CO[C@@H]1C=CO[C@]2(C)Oc3c(C)c(O)c4c(O)c(c(C=NN5CCN(C)CC5)c(O)c4c3C2=O)NC(=O)C(C)=CC=C[C@H](C)[C@H](O)[C@H](C)[C@H](O)[C@H](C)[C@H](OC(C)=O)[C@H]1C,-25%[21.7 µM]
C=C1C[C@@]23C[C@]1(O)CC[C@@H]2[C@]12C=C[C@@H](O)[C@](C)(C(=O)O1)[C@H]2[C@H]3C(=O)O,7%[21.7 µM]
COC(=O)N1CCC[C@@]2(CCN(C(=O)NC(C)C)C2)C1,7%
O=C(c1ccco1)N1CCC2(CC1)CCN(C(c1ccccc1)c1ccccc1)CC2,0%
CC(=O)OCC(=O)[C@@]1(O)CCC2C3CCC4=CC(=O)CC[C@]4(C)C3C(O)C[C@]21C (stereo not given in full),0%
O=C(c1cccc(F)c1)N1CCC2(CCCN(c3cccc(-c4ccccc4)c3)C2)CC1,-2%
# Additional structures follow.
SMILES,Giardia FBPA inh
COCC(=O)N1CCc2nc(COc3ccccc3)c3c(c2C1)CO[C@@H](C)C3,3%[12.9 µM]
COc1ccc(NC(=O)N2CC3(CCN(S(C)(=O)=O)CC3)C2)cc1,-5%
O=C(c1cc(C(F)(F)F)cc(C(F)(F)F)c1)N1CCC[C@@]2(CCN(c3ncccn3)C2)C1,1%
O=C(c1ccncc1)N1CCC2(CCCN(Cc3ccncc3)C2)CC1,5%
CNC1C(O)C(O)C(CO)O[C@H]1OC1C(O[C@@H]2C(O)C(O)[C@@H](N=C(N)N)C(O)C2N=C(N)N)OC(C)[C@]1(O)C=O (stereo not given in full),10%
O=C(NCc1ccc2c(c1)OCO2)O[C@@H]1C(=O)c2cc(Br)ccc2O[C@H]1c1ccc2c(c1)OCO2,-4%
C/C(O)=C(/C#N)C(=O)Nc1cc(Br)ccc1Br,23%
COc1ccc(NC(=O)N2CC[C@@]3(CCCN(C(=O)c4cccc(F)c4)C3)C2)cc1,2%
CCNc1ncc2nc(-c3ccc(OC)cc3)c(=O)n(CCC#N)c2n1,-4%
N[C@H](CCCP(=O)(O)O)C(=O)O,-4%&8%
COC1C[C@@H](O[C@@H]2C(C)C(=O)OC(C)C(C)C(O)C(C)C(=O)[C@@]3(CO3)CC(C)C(OC3OC(C)CC(N(C)C)C3O)C2C)OC(C)[C@@H]1O (stereo not given in full),3%
COc1ccc(-c2nc(-c3ccccc3)oc2Nc2ccc3ccccc3c2)cc1,-4%
CCC1OC(=O)C(C)[C@@H](O[C@H]2C[C@@](C)(OC)C(O)C(C)O2)C(C)[C@@H](O[C@@H]2OC(C)CC(N(C)C)C2O)[C@@](C)(O)CC(C)CN(C)C(C)C(O)[C@]1(C)O (stereo not given in full),8%
COC(=O)/C(C)=C/CC12OC(C)(C)C3CC(C=C4C(=O)c5cc6c(c(CCC(C)(C)Cl)c5OC431)OC1(C)CCC(=C(C)C)C6C1)C2=O (stereo not given),-2%
COC(=O)NC(/C(C(=O)OC)=C(\C)NCc1ccccc1)c1ccccc1 (stereo not given),3%[12.9 µM]
COC(=O)CNC(=O)[C@@]1(C)C=C[C@@H](Cc2ccccc2)N1C(C)=O,1%
CCCCCC#CC[C@@H](O)/C=C/C=C/C=C\[C@@H](O)CCCC(=O)O,3%
CCNc1ncc2nc(C)c(=O)n(C3CC3)c2n1,5%
CC(C)CC(NP(=O)(O)O[C@@H]1O[C@@H](C)[C@H](O)[C@@H](O)[C@H]1O)C(=O)NC(Cc1c[nH]c2ccccc12)C(=O)O (stereo not given in full),-2%
CCCn1c(-c2ccc(F)cc2)nc2c(NC(C)CCCN(CC)CC)nc(C)nc21 (stereo not given),1%
CN(C)c1ccc(-c2cncnc2Nc2ccccc2)cc1,-23%
COC(=O)[C@@]1(Cc2ccc(OC)cc2)[C@H]2c3cc(C(=O)N(C)C)n(CCO)c3C[C@H]2CN1C(=O)c1ccccc1,5%
CO/N=C(\C)CCN1CCCc2nc(C)c(C)cc21,1%[12.9 µM]
Cc1ccc(S(=O)(=O)N[C@@H](CCc2ccccc2)CC(=O)C(C)(C)C)cc1,-3%[12.9 µM]
Brc1ccc2c(c1)c1cc(Br)ccc1n2CC1CO1 (stereo not given),4%
Cc1cc(C)cc(C(=O)OC2C[C@H]3CC[C@@H](C2)N3C)c1 (stereo not given in full),-3%
COc1ccc(NC(=O)N2CCc3nc(-c4ccc(OC)cc4C)c4c(c3C2)CO[C@@H](c2ccccc2)C4)cc1,2%[12.9 µM]
C[C@@]12CCC(OC(=O)c3ccccc3)CC1CCc1ccccc12 (stereo not given in full),-2%
Cn1c(=O)c(-c2cccc(C#N)c2)nc2cnc(Oc3ccccc3)nc21,5%
COc1ccc2c(c1OC)C(=O)O[C@@H]2C1c2cc3c(cc2CCN1C)OCO3 (stereo not given in full),3%
CN[C@H]1[C@@H](O[C@@H]2[C@H](O[C@@H]3[C@@H](O)[C@@H](O)[C@@H](N=C(N)N)[C@@H](O)[C@@H]3N=C(N)N)O[C@H](C)[C@@]2(O)C=O)O[C@@H](CO)[C@@H](O)[C@H]1O,-1%[21.7 µM]
CC(=O)OC[C@@H]1O[C@H](CCO/N=C(\C)CCN2CCCc3nc(C)c(C)cc32)C=C[C@@H]1OC(C)=O,0%[12.9 µM]
Cc1ccccc1-c1nc(NC2CC2)c2ccccc2n1,-5%
COCCn1c(=O)c(-c2cc(F)cc(F)c2)nc2cnc(N3CCNCC3)nc21,2%
O=C(c1ccco1)N1CCC2(CC1)CCN(c1cccc(-c3ccccc3)c1)CC2,1%
CNc1nc(-c2ccoc2)nc2ccccc12,-11%
CNC(CC(=O)O)C(=O)O (stereo not given),5%

# In the list so far, these have a CF3 group:
SMILES,Giardia FBPA inh
O=C(Nc1ccccc1)N1CC2(CCN(C(=O)c3cc(C(F)(F)F)cc(C(F)(F)F)c3)CC2)C1,-1%
FC(F)(F)c1ccccc1-c1ccc2ncnc(NC3CCNCC3)c2c1,0%
O=C(c1cc(C(F)(F)F)cc(C(F)(F)F)c1)N1CCC[C@@]2(CCN(c3ncccn3)C2)C1,1%

# As entered above:
# CC(C)Cn1nnnc1S(=O)(=O)CC#N in Giardia FBPA inh is listed with 3%
# CO[C@H]1COC(=O)[C@@H](CCSC)NC(=O)C/C=C\[C@@H](C)[C@H](OC)COC(=O)[C@@H](OCc2ccccc2)/C=C\[C@@H]1C in Giardia FBPA inh is listed with 0%[12.9 µM]
# CC(C)=CCCC1(C)C=Cc2c(O)c3c(c(CC=C(C)C)c2O1)OC12C(CC4CC1C(C)(C)OC2(C/C=C(/C)C(=O)O)C4O)C3=O (stereo not given) in Giardia FBPA inh is listed with -2%
